# CAL PDZ FP-1: inhibitors of human CAL PDZ peptide binding. inhibition, % at 24.9 µM. AID 602252. Q9HD26. purified CAL PDZ, TMR-peptide fluorescence polarization, 1 h. hit rate 0.92% among 300,000;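 active = mean inhibition of at least 30% with at least half of replicates also reaching 30%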;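 also: 0% = DMSO neutral control and 100% = excess unlabeled competitor peptide PRC23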
# Pemphigus Ab inh: blocks pemphigus antibody binding to human desmoglein-3 | hit rate 0.48% among 310,000 | binding (percent of control), % at 10 µM | DSG3-coupled beads, scFv-anti-DSG3-GFP binding, flow cytometry; stronger effect = lower value | P32926;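 active = binding more than 3 SD below its plate's average and above zero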; also: some compounds called inactive have numbers as strong as hits
# V-ATPase pH: yeast V-ATPase proton transport regulation by pHLuorin; response, % at 10 µM; S. cerevisiae, pHLuorin cytosolic pH fluorescence; AID 504577; hit rate 0.37% among 350,000; in the data active = response mostly above about 7.3%, no sharp cut-off; inactive = mostly below about 5.4%; also: actives read high; inactives centre near 0; some compounds called inactive have numbers as strong as hits; reference of the scale not given here
# C-LANA FP: KSHV C-LANA DNA binding inhibition. MBP-C-LANA/FAM-LBS DNA binding, fluorescence polarization. inhibition, % at 9 µM. hit rate 0.078% among 340,000. AID 504423;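 active = highest replicate inhibition at or above 60% at 9 µM, even if other replicates fall short; inactive = all replicates below 60% inhibition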;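 also: 0% = neutral control wells and 100% = 4 µM acridine orange control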
# Keap1 Nrf2 FP: disrupts human Keap1 binding to Nrf2 peptide; Q14145; Keap1 Kelch-Nrf2 peptide fluorescence polarization, 1536-well; inhibition, % at 9.4 µM; hit rate 0.15% among 340,000; AID 504523; in the data active = inhibition above about 12%;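 also: human Keap1 Kelch domain with fluorescein labeled Nrf2 9mer peptide probe; 0% = neutral control wells and 100% = peptide positive control; higher means more block of Keap1 binding to Nrf2 peptide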
# CAL PDZ FP-2: inhibitors of human CAL PDZ peptide binding | hit rate 0.02% among 330,000 | AID 504414 | purified CAL PDZ, TMR-peptide fluorescence polarization, 1 h | inhibition, % at 20 µM;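 active = highest replicate inhibition of at least 40%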;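 also: plate controls were DMSO neutral control wells for no effect and unlabeled competitor peptide control wells for full effect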
#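 System: purified tagged CAL PDZ domain construct (CerCALP). Schedule: 1 h incubation at room temperature before polarization reading. Medium: 25 mM sodium phosphate pH 7.4, 150 mM NaCl, TCEP, IgG, Thesit. Read-out: percent inhibition from loss of millipolarization. Measured by: FP readout, S and P plane fluorescence. Probe or stimulus: fluorescent TMR peptide probe.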
# Arr AP2 block: inhibitors of human beta-arrestin and AP2 interaction; hit rate 0.31% among 340,000; inhibition, % at 10 µM; FITC-arrestin peptide / GST-AP2 beads, flow cytometry; AP2 beta2 appendage carries R879A mutation;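 active = inhibition above a set limit, near 3 SD of compounds lacking own fluorescence, cut at about 54% in these data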;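 also: plate controls were DMSO wells for no effect and 5 µM unlabelled arrestin peptide for full effect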
#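 Material – AP2 appendage R879A on GSH beads · Buffer or medium – PBS with 0.05% Tween 20 and 0.1% BSA · Probe or stimulus – fluorescein-tagged arrestin peptide at 50 nM final · Incubation – compound with beads 12 min RT, then probe 1 h RT · Detection – high-throughput flow cytometry of beads, ex 488, em 535 nm · Evaluation – percent response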
# RTF Ca sens inh: cardiac RTF calcium desensitization | inhibition, % at 7.15 µM | P19429+P45379 | IANBD-labeled cardiac RTF, Ca2+ fluorescence | hit rate 0.12% among 340,000;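 active = inhibition above the mean inhibition of all tested compounds plus 3 SD, cut at about 17% in these data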;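 also: assay run at fixed EC70 calcium of 1.6 mM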
# NSD2 HMT inh: NSD2 (human) methyltransferase inhibition | O96028 | NSD2 peptide methylation, AlphaScreen, 120 min | inhibition, % at 12.5 µM | hit rate 0.54% among 310,000; in the data active = inhibition above about 50%
# DAGLB inhibitor: diacylglycerol lipase beta (human) inhibition; Q8NCG7; HEK293T DAGLB membrane lysate, EnzChek fluorogenic substrate; inhibition, % at 5.17 µM; hit rate 0.059% among 340,000; AID 504411; in the data active = inhibition above about 34%;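 also: 0% = enzyme with vehicle and 100% = wells lacking enzyme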
# Target sequence (Q8NCG7 whole entry, looked up): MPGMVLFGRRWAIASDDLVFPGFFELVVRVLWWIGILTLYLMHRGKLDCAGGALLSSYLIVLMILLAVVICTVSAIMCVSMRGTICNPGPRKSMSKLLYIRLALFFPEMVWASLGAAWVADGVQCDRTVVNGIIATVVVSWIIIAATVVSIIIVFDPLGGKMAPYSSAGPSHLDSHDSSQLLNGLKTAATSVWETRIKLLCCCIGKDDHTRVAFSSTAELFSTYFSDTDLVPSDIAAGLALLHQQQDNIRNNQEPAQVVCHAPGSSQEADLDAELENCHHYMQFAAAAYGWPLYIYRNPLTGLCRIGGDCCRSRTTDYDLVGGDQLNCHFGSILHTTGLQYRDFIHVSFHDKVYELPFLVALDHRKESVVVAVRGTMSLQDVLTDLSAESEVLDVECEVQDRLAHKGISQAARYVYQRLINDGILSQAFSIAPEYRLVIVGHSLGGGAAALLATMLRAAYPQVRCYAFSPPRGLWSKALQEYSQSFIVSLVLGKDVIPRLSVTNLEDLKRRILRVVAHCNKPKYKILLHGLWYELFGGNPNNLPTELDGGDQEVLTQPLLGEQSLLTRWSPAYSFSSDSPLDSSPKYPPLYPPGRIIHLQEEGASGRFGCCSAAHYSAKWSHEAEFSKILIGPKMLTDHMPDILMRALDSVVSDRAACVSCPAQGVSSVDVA
# Active calls of the source: *; x = no result given.
compound	CAL PDZ FP-1	Pemphigus Ab inh	V-ATPase pH	C-LANA FP	Keap1 Nrf2 FP	CAL PDZ FP-2	Arr AP2 block	RTF Ca sens inh	NSD2 HMT inh	DAGLB inhibitor
O=c1[nH]c2cnccc2n1-c1ccccc1	-4	105	-1	-0.1	0	0.3	-10	-5	-2	-3
NS(=O)(=O)c1ccc(CNS(=O)(=O)c2ccc(Cl)nc2)cc1	0	109	-3	0.4	-2	-1.4	-6	-15	0	2
CCCCn1c(SCC(=O)c2ccc(OC)c(OC)c2)nc2cc(S(N)(=O)=O)ccc21	x	x	1	0.9	-5	-2.1	-10	-15	9	-1
CC(=O)C[C@@H](O)CC(=O)[C@@H]1OC(=O)[C@@H](C)C/C=C\Cc2ccccc21	-5	93	2	-1.2	4	-0.3	0	-2	x	-3
CC(=O)c1cccc(CN2CCCC(N3CCN(c4ccccc4F)CC3)C2)c1 (stereo not given)	-1	112	4	-0.9	-5	-0.9	43	-3	1	-1
COc1ccc(OCCSc2nnc3sc4ccccc4n23)cc1	-2	109	2	-0.3	-1	-3.6	19	-7	0	-4
CC(=O)NN1C(=O)c2ccc3c4c(ccc(c24)C1=O)C(=O)N(NC(C)=O)C3=O	-2	100	1	0.7	2	x	41	-5	11	0
O=C(O)CC1(CC(=O)Nc2ccccc2N2CCOCC2)CCCC1	5	98	1	0.3	1	0.7	-4	-2	-7	-2
Cc1ccc(NS(=O)(=O)c2ccc(NC(=O)C(C)Sc3ccc(Cl)cc3)cc2)c(C)c1 (stereo not given)	-2	91	-1	1.8	-1	-1.4	-6	9	25	0
CCCCON1C(=O)c2cccc3cccc(c23)C1=O	-3	118	4	-0.1	0	-0.7	-12	-6	-2	-1
CC(=O)Nc1ccc(NC(=O)CSc2ccc(C)cc2)cc1	0	112	-5	0.0	-5	-0.7	30	-1	1	-1
COc1ccc(-c2nnc(SCCC(=O)O)n2C)cc1OC	-6	100	3	0.0	1	0.3	-9	-5	0	-1
O=C(Nc1nc2c(s1)CCCC2)c1ccc(Br)o1	-6	101	0	0.9	-1	-2.4	19	2	1	-5
COc1ccc(C(=O)NCc2ccc(C)cc2)cc1S(=O)(=O)N1CCOCC1	x	101	0	x	x	x	x	x	-3	0
CC(C)CC(=O)NC(=S)Nc1ccc(S(=O)(=O)Nc2nccs2)cc1	0	127	-2	0.5	-3	-2.7	4	4	1	5
O=C(c1ccccc1)N1CCc2[nH]nc(-c3ccccc3)c2C1	-6	96	-3	0.0	4	-3.8	-1	1	1	-2
CCCCN(C(=O)C1CCCC1)c1c(N)n(CCC)c(=O)[nH]c1=O	4	104	-3	-0.3	-2	-1.8	27	-6	-2	-1
Cc1cc(C)n(-c2ccc(Cl)c(C(=O)Nc3cc(C(F)(F)F)ccc3Cl)n2)n1	-3	109	1	0.1	-4	0.0	1	-4	-1	-2
CC1CN(S(=O)(=O)c2cccc(C(=O)Nc3ccc(S(=O)(=O)Nc4ncccn4)cc3)c2)CC(C)O1 (stereo not given)	-1	102	1	-0.7	-7	-0.8	-2	8	7	-1
O=C(NCCCc1ccccc1)c1ccc(-n2cncn2)c([N+](=O)[O-])c1	-1	103	1	-0.6	-9	-2.3	-1	4	-3	0
Cc1cc(C(=O)Nc2cccc3ccccc23)oc1C	x	99	-4	x	x	x	x	x	-2	-3
COc1ccc(CNC(=O)CNC(=O)N2CC(=O)Nc3ccccc32)cc1	2	106	1	1.3	-1	-2.7	22	-6	-1	-4
O=C1Nc2ccc(Br)cc2/C1=C/C(=O)c1ccc2c(c1)OCO2	-4	108	1	0.1	1	0.5	-18	0	2	6
Cn1cnc(S(=O)(=O)NCc2cccs2)c1	-5	110	0	2.8	4	-1.0	-3	-4	1	-1
O=C(COc1ccc2c(c1)oc(=O)c1ccccc12)NCCCN1CCOCC1	-6	83	1	0.2	-5	0.5	-2	-1	1	1
Cc1nonc1C1CCCN1Cc1cn[nH]c1-c1ccc2c(c1)OCO2 (stereo not given)	8	x	-4	0.2	0	0.5	-15	-4	0	1
Cc1ccc(NC(=O)c2cc(C)nc3ccccc23)c(Br)c1	x	111	-2	-1.6	-4	0.0	30	3	-2	-3
COc1ccc(NC(=O)COC(=O)C2CCN(S(=O)(=O)c3cccs3)CC2)cc1OC	-6	x	2	0.1	-4	0.8	-13	-4	0	1
O=C(COC(=O)/C=C/c1ccccc1[N+](=O)[O-])NCC1CCCO1 (stereo not given)	-3	99	2	0.3	-4	0.6	3	-8	1	1
CC(C)Oc1ccc(Cn2c(-c3ccco3)n[nH]c2=S)cc1	-6	94	1	0.2	-1	x	0	-3	x	2

# Continued.
compound	CAL PDZ FP-1	Pemphigus Ab inh	V-ATPase pH	C-LANA FP	Keap1 Nrf2 FP	CAL PDZ FP-2	Arr AP2 block	RTF Ca sens inh	NSD2 HMT inh	DAGLB inhibitor
COc1ccc(CC(=O)N(C)CC(=O)Nc2ccc(F)cc2)cc1S(=O)(=O)N1CCOCC1	x	100	2	2.4	0	0.1	5	-5	1	0
COc1cccc(NC(=S)NN=C2CCC(C(C)(C)C)CC2)c1 (stereo not given)	2	101	4	0.2	-3	-0.6	14	14	-2	-1
CCn1c(SCC(=O)c2c(N)n(C3CC3)c(=O)[nH]c2=O)nc2cc(S(N)(=O)=O)ccc21	12	95	3	0.5	-1	0.2	-9	-12	2	2
Cc1cc(NC(=O)CCC(=O)N(CCC(C)C)C(C(=O)NC2CCCC2)c2cccnc2)no1 (stereo not given)	-2	106	0	21	-4	-1.3	-7	-3	3	4
CCOC(=O)Cn1nc(CC)c2ccccc2c1=O	-10	102	1	-0.3	-3	0.0	-1	-1	-3	3
Cc1ccc(C)c(Nc2ccc(C(=O)NCCc3ccccc3)cn2)c1	5	103	2	0.5	-4	-0.4	-6	10	0	-1
COC(=O)CN(C(=S)Nc1ccc(Cl)cc1)C1CC(=O)N(c2ccc(OC)cc2)C1=O (stereo not given)	0	103	-9	-0.1	-2	0.4	8	-11	-2	1
COc1ccccc1NC(=O)CN1CCN(Cc2ccccc2)CC1	-3	100	3	0.2	-1	-1.8	35	-1	2	-2
O=C(CN1C(=O)C2CC=C(Cl)CC2C1=O)NCc1ccccc1 (stereo not given)	-1	106	-3	7.0	-3	0.0	1	-8	3	-2
CNC(=O)COC(=O)c1ccc(NC(=O)CC#N)cc1	x	87	3	0.1	-5	0.7	-4	-5	-2	-1
O=C(CSc1nnc(NC(=O)C2CC2)s1)NCc1cccs1	x	104	-1	-0.9	-2	-0.8	23	-2	0	4
Cc1ccc(S(=O)(=O)N2CCOCC2)cc1C(=O)OCC(=O)NC1CCCC1	0	103	2	0.9	0	0.0	-12	-6	-8	-1
CCC(Oc1ccccc1)C(=O)OCC(=O)Nc1sccc1C(N)=O (stereo not given)	-1	x	0	-3.8	-4	-1.7	20	-14	-2	-4
CC1CCCCN1CCNC(=O)CN1C(=O)CSc2ccc(S(=O)(=O)N3CCCCC3)cc21 (stereo not given)	1	104	-3	-0.2	-6	-1.1	1	-5	7	2
CCOC(=O)C1CCCN(S(=O)(=O)c2ccc3c(c2)N(C)C(=O)CC(=O)N3C)C1 (stereo not given)	x	105	0	-0.1	0	0.6	-7	-6	-8	1
COc1ccc2ccccc2c1C1CC(=O)N2CN(C3CCCCC3)CSC2=C1C#N (stereo not given)	x	92	-1	0.7	-5	-0.8	16	-6	x	3
Cc1ccc(CN(Cc2ccco2)C(=S)NCC(=O)NC2CC2)cc1	-6	128	-1	0.5	-4	-2.1	-3	-3	3	-1
COc1ccc(OC(=O)COc2ccc(Cl)cc2)cc1	-8	102	-7	-0.6	-6	-21	4	-2	-2	-7
CCOC(=O)C1=C(CS(=O)(=O)c2ccc(C)cc2)NC(=O)NC1c1cc(OC)c(O)c(OC)c1 (stereo not given)	-4	x	1	1.5	-5	-0.5	-11	-6	-6	1
O=C(Nc1ccc(Cl)cn1)C1CC1	x	112	0	-0.8	-4	-0.2	17	2	-3	3
CCN1C(=O)C(CC(=O)Nc2ccc(OC)cc2)N(Cc2ccc(OC)c(OC)c2)C1=S (stereo not given)	x	115	-2	x	x	x	4	x	3	x
CCCN(C(=O)CCOc1ccc(C(C)(C)C)cc1)c1c(N)n(Cc2ccccc2)c(=O)[nH]c1=O	x	101	2	1.1	0	0.4	-2	5	1	0
Cc1cc(C)c(C#N)c(SCc2[nH]nc3c2C(c2ccccc2)C(C#N)=C(N)O3)n1 (stereo not given)	-2	103	5	2.1	-4	-1.3	-1	-10	x	4
C=CCOc1ccc(/C=N/NC(=O)c2c(C)nc3ccc(Cl)cn23)cc1	0	95	4	-0.5	5	x	33	3	-5	-1
COc1ccc(-c2cc3nc(C)c(CCC(=O)NC(C)CCc4ccco4)c(C)n3n2)c(OC)c1 (stereo not given)	4	105	-1	0.9	-1	-2.0	9	-25	-1	1
Cc1ccc(S(=O)(=O)N2CCOCC2)cc1NC(=O)COC(=O)CSc1ccc(Br)cc1C	x	109	0	1.4	4	-0.8	-5	-8	-1	-3
COc1ccc(CCNC(=O)CSc2ccccn2)cc1	x	105	7	0.2	4	-0.3	-16	5	-3	0
CCOC(=O)c1nn(C)c2[nH]c(=O)n(C)c(=O)c12	-3	97	4	-0.9	5	-0.7	-4	0	-7	-2
CCCCN(C(=O)c1cccc(S(=O)(=O)N2CCN(C)CC2)c1)c1c(N)n(CCC)c(=O)[nH]c1=O	x	98	-8	-0.2	4	-0.1	-10	-7	6	3
COc1ccc(C(=O)Nc2cc(C(C)=O)c(C)oc2=O)cc1	-3	101	2	-0.7	-1	0.5	11	-11	-10	-2

# Sorted by formula weight (high to low): three of the compounds above.
compound	CAL PDZ FP-1	Pemphigus Ab inh	V-ATPase pH	C-LANA FP	Keap1 Nrf2 FP	CAL PDZ FP-2	Arr AP2 block	RTF Ca sens inh	NSD2 HMT inh	DAGLB inhibitor
COc1ccc(-c2cc3nc(C)c(CCC(=O)NC(C)CCc4ccco4)c(C)n3n2)c(OC)c1 (stereo not given)	4	105	-1	0.9	-1	-2.0	9	-25	-1	1
COc1ccccc1NC(=O)CN1CCN(Cc2ccccc2)CC1	-3	100	3	0.2	-1	-1.8	35	-1	2	-2
COc1cccc(NC(=S)NN=C2CCC(C(C)(C)C)CC2)c1 (stereo not given)	2	101	4	0.2	-3	-0.6	14	14	-2	-1

# Later entries:
compound	CAL PDZ FP-1	Pemphigus Ab inh	V-ATPase pH	C-LANA FP	Keap1 Nrf2 FP	CAL PDZ FP-2	Arr AP2 block	RTF Ca sens inh	NSD2 HMT inh	DAGLB inhibitor
c1ccc2oc(SCc3cn4ccsc4n3)nc2c1	-2	x	-2	-0.2	0	-1.1	1	-5	-63	-1
C[C@@H]1C=C[C@](Cc2ccccc2)(C(=O)NCC2CC2)N1C(=O)c1ccccc1	0	104	11*	1.6	-3	0.4	-1	-5	x	-2
Cc1c(NC(=S)SCc2ccccc2)c(=O)n(-c2ccccc2)n1C	x	75	-1	0.2	-3	-1.3	3	3	-3	0
CC(C)COP(=O)(CNC(=O)CN1C(=O)c2ccccc2S1(=O)=O)OCC(C)C	-2	108	5	-2.1	5	-0.2	-7	-6	0	-1

# Not all compounds are listed, so the mix of outcomes need not match the whole.
